# Screening results from PubChem BioAssay.
# CHRM1 agonist: human M1 muscarinic receptor agonism | P11229 | CHO-K1 hM1, Fluo-8 calcium fluorescence, agonist mode; 0% DMSO, 100% acetylcholine EC100 | activation, % at 3 µM | 360,000 tested, 0.33% active;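 active = activation above the run's mean compound activation plus 3 SD, cut at about 16% in these data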;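 note: peak over basal fluorescence ratio within a 140 s kinetic read after compound addition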
# Target sequence (P11229 whole entry, looked up): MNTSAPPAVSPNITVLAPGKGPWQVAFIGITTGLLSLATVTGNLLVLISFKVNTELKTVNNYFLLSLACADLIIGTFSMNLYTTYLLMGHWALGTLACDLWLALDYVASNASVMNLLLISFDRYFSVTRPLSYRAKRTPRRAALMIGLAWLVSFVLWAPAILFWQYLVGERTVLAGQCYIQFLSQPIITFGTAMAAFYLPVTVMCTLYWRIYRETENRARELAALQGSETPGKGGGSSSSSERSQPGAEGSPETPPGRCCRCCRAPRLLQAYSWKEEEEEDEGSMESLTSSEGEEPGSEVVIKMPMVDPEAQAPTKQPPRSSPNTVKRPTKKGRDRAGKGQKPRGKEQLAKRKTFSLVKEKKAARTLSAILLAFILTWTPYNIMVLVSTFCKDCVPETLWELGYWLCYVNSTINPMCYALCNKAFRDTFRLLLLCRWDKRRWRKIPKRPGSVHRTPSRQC
# TAAR1 agonist: agonists of human TAAR1; activation, % at 3 µM; Q96RJ0; 360,000 tested, 0.99% active; CHO RD-HGA16 TAAR1, Fluo-8 calcium fluorescence; vehicle wells 0%, saturating PEA agonist 100%;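 active = activation above the mean activation of all test compounds in the run plus 3 SD, cut at about 38% in these data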
#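 System: CHO-derived RD-HGA16 cells with stable Gα16 and human TAAR1. Times: 17-24 h plating, Fluo-8 75 min 37 °C, 30 min RT. Measured by: calcium-sensitive Fluo-8 signal, excitation 470-495, emission 515-575 nm. Read-out basis: % activation relative to PEA EC100 response. Control set: DMSO and PEA EC100. Repeats: no replicates (n 1).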
# CHO-K1 Ca PAM: nonselective activator or artifact in parental CHO-K1 calcium assay. AID 602247. activation, % at 3 µM. ATP EC20, Fluo-8 calcium fluorescence; 0% at ATP EC20, 100% at ATP max. 360,000 tested, 0.02% active;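 active = activation above the run cutoff, the mean activation of all test compounds plus 3 SD, cut at about 40% in these data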;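 note: peak over basal fluorescence ratio in a 140 s read after ATP addition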
# OXTR potentiator: potentiates the human oxytocin receptor response | P30559 | CHO-OTR cells, Fluo-8 calcium fluorescence, potentiator mode; 0% = oxytocin EC15, 100% = EC100 | activation, % at 3 µM | 320,000 tested, 0.061% active;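 active = activation above that plate's cutoff, the mean activation of tested compounds plus 3 SD, cut at about 6.6% in these data, passing the limit was not always enough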;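 note: 100% uses oxytocin at 75 nM as the full agonist control; some results filed as inactive read as strong as hits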
# Target sequence (P30559 whole entry, looked up): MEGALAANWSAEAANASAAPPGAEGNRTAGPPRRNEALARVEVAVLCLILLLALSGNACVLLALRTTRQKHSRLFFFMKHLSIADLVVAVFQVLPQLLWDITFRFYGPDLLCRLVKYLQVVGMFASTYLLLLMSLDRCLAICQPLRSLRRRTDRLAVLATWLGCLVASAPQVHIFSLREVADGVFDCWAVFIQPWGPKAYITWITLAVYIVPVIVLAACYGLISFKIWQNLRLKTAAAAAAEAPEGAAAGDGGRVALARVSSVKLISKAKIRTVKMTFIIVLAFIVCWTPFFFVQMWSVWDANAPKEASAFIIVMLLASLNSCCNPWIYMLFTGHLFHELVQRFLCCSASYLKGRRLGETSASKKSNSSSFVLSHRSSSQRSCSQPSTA
#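 System: human OTR in CHO cells; Also added: sub-maximal oxytocin, roughly EC15; Timing: compound 6 min at room temperature before oxytocin, 100 s read; Technique: Fluo-8 intracellular calcium fluorescence, ex 470-495, em 515-575 nm; Controls: oxytocin EC15 low and EC100 high; Replication: singlicate.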
# CHO-K1 Ca antag: counter-screen for M1 antagonists: effect in parental CHO-K1 cells; ATP-induced calcium, Fluo-8 fluorescence; 360,000 tested, 0.6% active; inhibition, % at 3 µM; AID 602250;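 active = inhibition above a per-plate cutoff, the plate's mean sample inhibition plus 3 SD, cut at about 24% in these data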;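 note: 0% = DMSO plus EC80 ATP and 100% = DMSO alone without ATP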
# M1 antag: antagonists of human M1 muscarinic receptor; P11229; CHO-K1 hM1, Fluo-8 calcium fluorescence, ACh EC80 antagonist; inhibition, % at 3 µM; 360,000 tested, 1.3% active; AID 588852;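 active = percent inhibition above its own plate's cutoff, namely the mean of that plate's compound wells plus 3 SD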;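 note: peak over basal fluorescence ratio during 140 s after agonist addition; 0% = ACh EC80 plus DMSO and 100% = DMSO alone without agonist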
# CHO parental Ca: counter-screen for OX1R antagonists: effect in parental CHO cells. parental CHO-K1, ATP-induced calcium, Fluo-8 fluorescence. inhibition, % at 5.6 µM. 330,000 tested, 0.63% active;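 active = inhibition above that plate's mean sample inhibition plus 3 SD, cut at about 26% in these data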;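 note: 0% = ATP-challenged DMSO wells and 100% = DMSO wells without ATP; some compounds past the cut are filed as inactive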
#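 Assay system – parental CHO cells · Reagent – ATP stimulus · Detection – intracellular calcium via Fluo-8 no-wash fluorescent dye · Evaluation – percent inhibition of ATP-evoked calcium rise, normalized to controls · Controls – ATP wells versus no-ATP DMSO wells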
# M1 ag parental: nonselective activator or artifact in parental CHO-K1 cells; 360,000 tested, 0.48% active; Fluo-8 calcium fluorescence; scaled to maximal ATP response, vehicle zero; activation, % at 3 µM; in the data active = activation above about 15%;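 note: untransfected CHO-K1 host cells lacking M1 receptor as counterscreen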
# TAAR1 antag: human TAAR1 antagonism; AID 624466; Q96RJ0; inhibition, % at 3 µM; CHO RD-HGA16 TAAR1, Fluo-8 calcium fluorescence, antagonist; 360,000 tested, 1.5% active;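 active = inhibition above a per-plate cutoff, the mean inhibition of test compounds on that plate plus 3 SD, cut at about 49% in these data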;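 note: 0% = DMSO plus EC80 beta-PEA response and 100% = DMSO alone without agonist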
#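 System: RD-HGA16 CHO cells with stable hTAAR1 and Gα16 | Probe or stimulus: EC80 β-phenethylamine stimulus | Dosing: 3 µM, single point | Times: Dye loading 75 min at 37 °C, then 30 min room temperature | Measured by: Fluo-8 calcium-sensitive fluorescence | Read-out basis: % inhibition of agonist calcium response | Replicates: n of 1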
# * = called active by the depositor; . = not tested or not shown. An unsorted share of the library, and some 4.2% of all compounds hit somewhere here.
1	CCN1CCN(c2c(Cl)cccc2NC(=O)c2ccco2)CC1
2	Nc1ccc(-c2nnn(Cc3ccccc3F)n2)cc1
3	CSc1ccc(CCNC(=O)c2ccc(CS(=O)Cc3ccccc3Cl)o2)cc1 (stereo not given)
4	Cc1ccc(CN(C)C(=O)C2CCN(C(=O)Nc3ccccc3)CC2)o1
5	CNC(=O)C1(C)CCN1C(=O)Cc1ccc(C(C)C)cc1 (stereo not given)
6	COc1ccc2cc(CNCCOCCOCCNCc3ccc4cc(OC)ccc4c3)ccc2c1
7	COC(=O)CSc1nnc(C)n1-c1cccc(OC)c1
8	CCOc1ccccc1N(CC(=O)Nc1c(C)n(C)n(-c2ccccc2)c1=O)S(=O)(=O)c1ccccc1
assay / entry	1	2	3	4	5	6	7	8
CHRM1 agonist	-10	-1	3	-4	0	-2	-3	-10
TAAR1 agonist	-1	2	14	3	1	12	7	6
CHO-K1 Ca PAM	2	31	-20	-14	15	1	20	11
OXTR potentiator	-12	-7	-14	.	.	.	-3	-14
CHO-K1 Ca antag	-12	-14	2	17	-5	2	-7	10
M1 antag	-16	-11	17	0	-23	17	-11	-7
CHO parental Ca	-31	-5	-23	.	.	.	12	-9
M1 ag parental	1.0	1.3	10	0.3	3.1	8.6	0.2	15
TAAR1 antag	-4	11	47	17	-9	20	3	17

# Eight entries from above in another layout:
nr	SMILES	CHRM1 agonist	TAAR1 agonist	CHO-K1 Ca PAM	OXTR potentiator	CHO-K1 Ca antag	M1 antag	CHO parental Ca	M1 ag parental	TAAR1 antag
1	CCN1CCN(c2c(Cl)cccc2NC(=O)c2ccco2)CC1	-10	-1	2	-12	-12	-16	-31	1.0	-4
2	Nc1ccc(-c2nnn(Cc3ccccc3F)n2)cc1	-1	2	31	-7	-14	-11	-5	1.3	11
3	CSc1ccc(CCNC(=O)c2ccc(CS(=O)Cc3ccccc3Cl)o2)cc1 (stereo not given)	3	14	-20	-14	2	17	-23	10	47
4	Cc1ccc(CN(C)C(=O)C2CCN(C(=O)Nc3ccccc3)CC2)o1	-4	3	-14	.	17	0	.	0.3	17
5	CNC(=O)C1(C)CCN1C(=O)Cc1ccc(C(C)C)cc1 (stereo not given)	0	1	15	.	-5	-23	.	3.1	-9
6	COc1ccc2cc(CNCCOCCOCCNCc3ccc4cc(OC)ccc4c3)ccc2c1	-2	12	1	.	2	17	.	8.6	20
7	COC(=O)CSc1nnc(C)n1-c1cccc(OC)c1	-3	7	20	-3	-7	-11	12	0.2	3
8	CCOc1ccccc1N(CC(=O)Nc1c(C)n(C)n(-c2ccccc2)c1=O)S(=O)(=O)c1ccccc1	-10	6	11	-14	10	-7	-9	15	17

# (listing goes on)
9	OCCc1ccc(O)cc1
10	COc1ccccc1S(=O)(=O)NCc1ccc(C(=O)N(C)Cc2ccc(F)cc2)cc1
11	COc1cccc2[nH]c(C(=O)NCCCN3CCCC3=O)cc12
12	Cc1ccc(/C=N/NC(=O)c2cc3c(ccc4ccccc43)o2)cc1[N+](=O)[O-]
13	CCc1ccc(NC(=O)C/C(C)=N/NC(=O)OCc2ccc(OC)cc2)cc1
14	COc1ccc(CNC(=O)C[C@@H]2C[C@H]3c4cc(NC(=O)NC5CCCC5)ccc4O[C@H]3[C@H](CO)O2)cc1
15	CCCCn1c(N)c(N(CC(C)C)C(=O)c2ccc(C)c(S(=O)(=O)N3CCCCC3)c2)c(=O)[nH]c1=O
16	COc1ccc2c(CN3CCN(S(=O)(=O)c4cccs4)CC3)cc(=O)oc2c1
assay / entry	9	10	11	12	13	14	15	16
CHRM1 agonist	2	4	-2	-3	-2	-6	0	-3
TAAR1 agonist	1	5	0	6	0	3	3	11
CHO-K1 Ca PAM	9	9	2	10	-8	4	17	18
OXTR potentiator	-2	-9	4	-7	-8	.	-15	0
CHO-K1 Ca antag	6	-13	-12	-13	11	-2	-8	2
M1 antag	-19	-15	-8	-15	1	-13	-10	5
CHO parental Ca	0	2	-1	-2	-19	.	-14	10
M1 ag parental	1.4	3.8	2.7	0.3	0.3	-0.5	0.9	16*
TAAR1 antag	-5	13	-21	6	-8	-26	-8	19

17	COc1ccc(S(=O)(=O)NC(C(=O)OCC(=O)Nc2ccc(N3CCOCC3)cc2)C(C)C)cc1 (stereo not given)
18	CCc1cccc(CC)c1NC(=O)c1ccccc1CCc1ccccc1
19	O=C(CCNC(=O)c1ccccc1Cl)NC1=NCCS1
20	COc1cc(-c2cc(C(=O)Nc3cccc(S(=O)(=O)N(C)C)c3)c3ccccc3n2)cc(OC)c1OC
21	COc1ccc(/C(N)=N/OC(=O)c2ccc(Br)o2)cc1
22	Cc1cc(C=O)c(C)n1-c1ccc(NC2CCCCC2)c([N+](=O)[O-])c1
23	CC(C)NC(=O)N(C)C[C@H]1Oc2ccc(NC(=O)Nc3ccccc3)cc2C(=O)N([C@H](C)CO)C[C@@H]1C
24	CCCCN(CC)C(=O)Cn1nc(Cc2ccncc2)c2ccccc2c1=O
assay / entry	17	18	19	20	21	22	23	24
CHRM1 agonist	-1	-3	-4	-2	-4	-4	-4	-8
TAAR1 agonist	19	0	4	16	2	22	4	-1
CHO-K1 Ca PAM	11	2	15	12	11	10	0	8
OXTR potentiator	.	-9	-11	-14	-3	-20	0	-2
CHO-K1 Ca antag	-14	8	-12	-15	8	3	-12	-8
M1 antag	-8	10	9	-11	-5	14	-4	-2
CHO parental Ca	.	-22	5	1	-3	-15	4	-13
M1 ag parental	1.2	1.4	1.0	1.1	-0.4	1.2	0.5	1.1
TAAR1 antag	-12	29	1	54*	-2	8	-4	-7

25	CC(=O)Nc1ccc(NC(=O)c2ccc3c(c2)CCN3S(C)(=O)=O)cc1
26	O=C(O)CCC(=O)Nc1cccc(C(=O)c2ccccc2)c1
27	O=C(Cc1ccc2c(c1)OCCO2)Nc1cc(Cl)ccc1N1CCOCC1
28	O=C(NCc1ccccc1)c1ccc(/C=N/O)nc1
29	CC1CN=C2C(C(=O)Nc3ccccc3)=C(O)CC(c3ccccc3)N21 (stereo not given)
30	COc1ccccc1-c1cnc(C(O)c2ccc(CN3CCCC3)cc2)[nH]1 (stereo not given)
31	CCOC(=O)C1=C(C)N=c2sc(=Cc3ccc(OCC(=O)O)cc3)c(=O)n2C1c1ccc(SC)cc1 (stereo not given)
32	COCCNC(=S)N(CCCO)Cc1cc2cc3c(cc2[nH]c1=O)OCCO3
assay / entry	25	26	27	28	29	30	31	32
CHRM1 agonist	-4	-2	-5	-4	-7	-7	-5	-2
TAAR1 agonist	2	3	3	-1	0	2	1	4
CHO-K1 Ca PAM	-8	-3	-22	24	15	9	13	-20
OXTR potentiator	-7	-6	.	0	-7	.	.	-3
CHO-K1 Ca antag	9	-6	12	-16	-6	3	0	26*
M1 antag	12	19	11	-2	-9	3	-16	16
CHO parental Ca	-1	-8	.	-5	-27	.	.	-1
M1 ag parental	0.7	-0.1	0.3	0.5	0.8	6.6	0.0	-0.4
TAAR1 antag	5	-16	36	-4	7	-21	1	-1

33	CC(C)Cc1cc(CNC(=O)C2CCC(=O)N(CCc3cccc(F)c3)C2)on1 (stereo not given)
34	CC(Sc1ccccc1)C(=O)N1CCN(S(=O)(=O)c2ccc(Cl)cc2)CC1 (stereo not given)
35	CN(C(=O)c1ccco1)c1nc(-c2ccc(Cl)cc2)cs1
36	CCOC(=O)/C=C1\CN(C(C)c2ccccc2)S(=O)(=O)c2ccccc21 (stereo not given)
37	O=C(Cn1cc2c(n1)CCCC2)N1CCOCC1
38	CCN(CC)C(=O)CSc1nnc(-c2ccc(S(=O)(=O)NCc3ccccc3Cl)cc2)o1
39	COc1cc(C2C(C#N)=C(N)Oc3cc(O)ccc32)cc(OC)c1OC (stereo not given)
40	CCOc1ccc(NC(=S)NNC(=S)Nc2cccc(C(F)(F)F)c2)cc1
assay / entry	33	34	35	36	37	38	39	40
CHRM1 agonist	-2	0	-5	-4	-1	-1	-3	-5
TAAR1 agonist	2	0	1	16	1	22	4	14
CHO-K1 Ca PAM	-4	-11	18	16	9	-8	21	-1
OXTR potentiator	1	-4	-9	-10	-6	-13	0	-4
CHO-K1 Ca antag	-3	0	-9	-6	-13	-1	-14	0
M1 antag	-1	-1	-16	9	-15	-10	-5	9
CHO parental Ca	-22	-7	-18	-14	-2	-22	-7	-24
M1 ag parental	0.6	2.0	0.5	-0.4	0.3	2.5	1.2	-0.2
TAAR1 antag	-4	2	-1	2	1	29	-8	13

41	COc1ccccc1NS(=O)(=O)c1cccc(C(=O)NCC(c2cccs2)N2CCOCC2)c1 (stereo not given)
42	COc1cccc(S(=O)(=O)Nc2ccc(C(=O)Nc3ccncc3)cc2)c1
43	COc1ccc(-c2cn(CCc3c[nH]c4ccccc34)nn2)cc1
44	Cc1cccc(C(=O)c2cn[nH]c2-c2ccccc2O)c1
45	Cc1ccc(NC(=O)COC(=O)c2ccc(CN3CCCC3=O)cc2)c(Cl)c1
46	NC(=O)N/N=C/c1cccc(C(F)(F)F)c1
47	CCn1cc(C(=O)NC2CCCCCC2)c(=O)c2cc(S(=O)(=O)N3CCCCC3)ccc21
48	COc1ccc(Cc2c(C3CCCCC3)nc3c(Cl)cc(C(F)(F)F)cn23)c(C)c1
assay / entry	41	42	43	44	45	46	47	48
CHRM1 agonist	-5	-7	-5	-8	-5	-3	-3	.
TAAR1 agonist	6	2	6	2	3	3	0	-1
CHO-K1 Ca PAM	10	12	18	-2	5	7	14	6
OXTR potentiator	-10	0	-13	4	-9	-3	-5	.
CHO-K1 Ca antag	-10	-5	-19	-8	-11	-10	1	-5
M1 antag	2	4	-4	-2	-11	0	-10	.
CHO parental Ca	-13	-13	-15	-1	6	2	4	.
M1 ag parental	5.2	2.4	2.1	1.6	8.3	0.5	-0.4	-0.5
TAAR1 antag	15	3	19	-19	-2	-8	0	-14
